Compound activity from PubChem BioAssay.
NCOA3 inh: inhibitors of human steroid receptor coactivator 3 (SRC3). Q9Y6Q9. HEK293 GAL4-SRC3 luciferase reporter, luminescence. inhibition, % at 3.6 µM. 360,000 tested, 0.17% active;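 active = inhibition above a per-campaign cutoff, the mean of all compounds plus 3 SD, cut at about 60% in these data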;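 also: 0% = DMSO-treated cells and 100% = gossypol-treated cells at 36 µM; higher means less SRC3-driven luciferase light from the GAL4 reporter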
LRH-1 inv ag: NR5A2 inverse agonism in reporter assay; HEK293T StAR-luciferase reporter, LRH-1 transfected, 24 h; inhibition, % at 3.6 µM; O00482; 360,000 tested, 0.13% active;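 active = inhibition above the mean inhibition of all tested compounds plus 3 SD, cut at about 73% in these data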;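 also: 0% = DMSO wells and 100% = reporter-only cells lacking LRH-1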
TRAIL sens C8: caspase-8 TRAIL sensitization | AID 624354 | inhibition (viability loss, TRAIL sensitization), % at 10 µM | NB7+C8 cells + TRAIL, ATPlite viability luminescence | 360,000 tested, 1% active;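 active = compounds causing at least 50% loss of cell viability in the single-dose screen, relative to plate controls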
TROY NFkB inh: TROY signaling inhibition; Q293 LMP1-TROYcd NF-kB luciferase reporter, 4 h; inhibition, % at 10 µM; 360,000 tested, 0.98% active; AID 1347056;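 active = compounds whose plate-normalised and pattern-corrected inhibition of the luciferase reporter signal at the single screening dose is 50% or more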
EBV LMP1 NFkB: Epstein-Barr LMP1 NF-kappaB reporter inhibition | LMP1-induced NF-kappaB luciferase reporter cells, luminescence | inhibition, % at 12.5 µM | 350,000 tested, 0.69% active | AID 504558; in the data active = inhibition above about 41%;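 also: 0% = neutral control wells and 100% = reference inhibitor control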
NCOA1 inh: human NCOA1 inhibition; HEK293 GAL4-SRC1 luciferase reporter, luminescence; inhibition, % at 3.6 µM; 360,000 tested, 0.12% active; Q15788;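 active = inhibition above the campaign mean plus 3 SD, with each screening campaign given its own cutoff, cut at about 60% in these data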;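 also: 0% = DMSO treated cells and 100% = gossypol at 36 µM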
NCOA2 inhibitor: human SRC2 (NCOA2) inhibition. Q15596. HEK293 GAL4-SRC2 luciferase reporter, luminescence. inhibition, % at 9 µM. 370,000 tested, 0.17% active;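 active = inhibition above the mean inhibition of all tested compounds plus 3 SD, set per campaign, cut at about 52% in these data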;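 also: 0% = DMSO treated cells and 100% = cells given Gossypol at 36 µM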
TWEAK-Fn14 inh: TWEAK-Fn14 signaling inhibition; 360,000 tested, 2% active; AID 1159606; TWEAK-stimulated Fn14 reporter cells, luciferase luminescence, 8 h; inhibition, % at 10 µM; in the data active = inhibition above about 50%
NR2F2 inh: inhibitors of human COUP-TFII (NR2F2). P24468. HEK293T NGFI-A luciferase reporter, luminescence. inhibition, % at 8.6 µM. 370,000 tested, 0.7% active. AID 686940;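 active = inhibition above a per-plate cutoff, mean inhibition of test wells between control levels plus 3 SD, cut at about 38% in these data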;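 also: cells cotransfected with COUP-TFII expression vector driving the NGFI-A reporter; 0% = median of COUP-TF2 test wells and 100% = reporter-only cells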
TLR9-MyD88 inh: inhibitors of human TLR9-MyD88 binding. 340,000 tested, 0.21% active. Q9NR96+Q99836. AID 504734. CHO BLA complementation TLR9-MyD88, CCF4 FRET ratio. inhibition, % at 4.98 µM;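 active = inhibition above the mean over all tested compounds plus 3 SD, cut at about 21% in these data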;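 also: 0% = DMSO only wells and 100% = clavulanate BLA inhibitor control wells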
NOD2 RIPK2 PPI: NOD2-RIPK2 protein interaction inhibition | CHO BLA complementation NOD2-RIPK2, CCF4 ratio | inhibition, % at 4.98 µM | 360,000 tested, 0.38% active | AID 624267; in the data active = inhibition above about 21%;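 also: 0% = vehicle only and 100% = reference blocker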
* hit, by the source's call; x = not tested or not shown. A portion of the library (hit frequency here may not be typical).

SMILES | NCOA3 inh | LRH-1 inv ag | TRAIL sens C8 | TROY NFkB inh | EBV LMP1 NFkB | NCOA1 inh | NCOA2 inhibitor | TWEAK-Fn14 inh | NR2F2 inh | TLR9-MyD88 inh | NOD2 RIPK2 PPI
O=C(c1ccc2c(=O)n3c(nc2c1)CCCCC3)N1CCN(Cc2ccccc2)CC1 | 1 | -11 | 9 | -18 | 5 | 7 | 24 | 0 | 16 | 10 | -10
CCCS(=O)(=O)NC(=O)C1(C)CCN(C(=O)c2c(F)ccc(C)c2F)C1 (centres undefined) | 9 | 13 | -2 | 13 | x | -1 | 16 | 1 | 3 | x | -5
COc1ccc(C(=O)Nc2cc3c4c(c2)CC(=O)N4CCC3)c(OC)c1 | -78 | -106 | 3 | -51 | -17 | -84 | x | -46 | x | 4 | -4
O=C(c1cc(-c2ccncc2)nc2ccc(Cl)cc12)N1CCN(Cc2ccc3c(c2)OCO3)CC1 | -6 | 4 | 2 | 7 | 10 | -2 | -3 | 4 | -4 | -2 | 5
CCc1nnc(NC(=O)c2c(OC)cccc2OC)s1 | -3 | 20 | 6 | 6 | 2 | 4 | 13 | -4 | 5 | 2 | 0
CCOC(=O)c1ccc(NC(=S)N(Cc2cccnc2)Cc2ccco2)cc1 | 2 | -27 | 9 | 10 | 7 | 0 | 6 | -18 | -3 | -13 | 8
Cc1cc(C)c(NC2=CC(=O)CC(C)(C)C2)c(C#N)c1 | 13 | -5 | 0 | 11 | 0 | 10 | -5 | 4 | -9 | -11 | -8
O=C(Cn1c(-c2ccccn2)nc2ccccc21)N/N=C/c1cccnc1 | 13 | -6 | 7 | -3 | 7 | 1 | 0 | 3 | -11 | x | -12
O=C(Nc1ccc2c(c1)OCO2)C1CCN(C(=O)c2ccc([N+](=O)[O-])cc2)CC1 | 14 | 11 | -3 | 4 | -16 | -9 | -21 | -10 | 5 | -6 | -3
CCN(c1ccccc1)S(=O)(=O)c1ccc(OC)c(OC)c1 | 8 | 6 | -1 | -10 | -20 | 9 | x | -4 | x | 5 | -5
Cc1ccc(-c2noc(C3CCN(C(=O)Nc4ccc(C#N)cc4)CC3)n2)o1 | 8 | 9 | 6 | 6 | 12 | 9 | 3 | 2 | 10 | 8 | -8
COC(=O)CCc1nc2c(C#N)c(-c3ccc(Cl)cc3)ccn2n1 | -3 | -3 | 2 | -3 | 1 | 0 | 13 | -1 | 10 | -7 | -8
COC(=O)c1ccc(C2/C(=C(/O)c3ccc(OC(C)C)cc3)C(=O)C(=O)N2c2cc(C)on2)cc1 (centres undefined) | 2 | -11 | 5 | 9 | -23 | -6 | 14 | -12 | 3 | 5 | -8
COc1ccc([N+](=O)[O-])cc1N(CC(=O)NCCSc1ccc(C)cc1)S(C)(=O)=O | 10 | -8 | -7 | -2 | 1 | -7 | -3 | -1 | 11 | 4 | 0
NC(=O)c1c(NC(=O)c2cccc(N3C(=O)CCC3=O)c2)sc2c1CCCCC2 | -13 | -24 | 83* | 8 | 26 | -58 | -19 | 3 | -6 | 3 | 2
O=C1CCC(N2C(=O)c3ccccc3C2=O)C(=O)N1 (centres undefined) | 8 | -7 | -30 | -7 | 3 | 2 | 1 | -5 | -11 | 1 | 1
N#C/C(=C\c1ccco1)C(=O)Nc1cccc2ncccc12 | 4 | -16 | 2 | 2 | 6 | 11 | 13 | -14 | -6 | 7 | -5
Cc1ccc(C(C)NC(=O)c2cc3ccccc3oc2=O)cc1C (centres undefined) | -4 | -3 | 13 | -11 | -1 | -28 | -33 | -6 | -2 | 17 | 2
CCOc1cc(/C=C2\SC(=S)N(C(C(=O)O)c3ccccc3)C2=O)ccc1O (centres undefined) | -9 | -11 | -20 | 1 | -10 | -20 | -44 | 3 | -4 | 3 | -4
CC1CC(C)CN(C(=O)COC(=O)c2ccc([N+](=O)[O-])o2)C1 (centres undefined) | 4 | -13 | 10 | -18 | -4 | 1 | -23 | 11 | 2 | -4 | 5

In the list so far, these contain two or more sulfur atoms.
SMILES | NCOA3 inh | LRH-1 inv ag | TRAIL sens C8 | TROY NFkB inh | EBV LMP1 NFkB | NCOA1 inh | NCOA2 inhibitor | TWEAK-Fn14 inh | NR2F2 inh | TLR9-MyD88 inh | NOD2 RIPK2 PPI
COc1ccc([N+](=O)[O-])cc1N(CC(=O)NCCSc1ccc(C)cc1)S(C)(=O)=O | 10 | -8 | -7 | -2 | 1 | -7 | -3 | -1 | 11 | 4 | 0
CCOc1cc(/C=C2\SC(=S)N(C(C(=O)O)c3ccccc3)C2=O)ccc1O (centres undefined) | -9 | -11 | -20 | 1 | -10 | -20 | -44 | 3 | -4 | 3 | -4

More structures
SMILES | NCOA3 inh | LRH-1 inv ag | TRAIL sens C8 | TROY NFkB inh | EBV LMP1 NFkB | NCOA1 inh | NCOA2 inhibitor | TWEAK-Fn14 inh | NR2F2 inh | TLR9-MyD88 inh | NOD2 RIPK2 PPI
O=C(N/N=C/C(Br)=C/c1ccccc1)c1cc(-c2ccco2)[nH]n1 | -21 | -7 | 11 | -17 | -23 | -30 | -28 | 20 | -49 | 11 | 7
CCC(C)NC(=O)C1CCN(S(=O)(=O)N2CCC3(CC2)OCCO3)CC1 (centres undefined) | -3 | 1 | 8 | -1 | 0 | -1 | 26 | 11 | -8 | 5 | -15
COc1ccc(C(CNC(=O)C(C)Oc2ccc(Br)cc2)N2CCCC2)cc1 (centres undefined) | -7 | 2 | -2 | -12 | -4 | 6 | -4 | 6 | 26 | -9 | -4
OCCC1CN(CC(c2ccccc2)c2ccccc2)CCN1C1CCCC1 (centres undefined) | -9 | 9 | -1 | 8 | 6 | -25 | -11 | 4 | 0 | -5 | 4
Cc1cc(=O)[nH]c(N/N=C2/CCCC/C2=C\c2ccccc2)n1 | 3 | -8 | 9 | -12 | 0 | 13 | -59 | -25 | -8 | 2 | 6
O=C(Nc1ccc(-c2nc3ncccc3o2)cc1)c1ccc([N+](=O)[O-])o1 | 7 | 40 | 47 | 5 | -2 | 2 | 31 | 23 | -16 | -3 | -12
Cc1ccc(C(=O)c2sc3nc4c(cc3c2N)CCC4)cc1 | -79 | -45 | 26 | -50 | -25 | -68 | -60 | -21 | -21 | -9 | -7
CCOc1cc(CNc2ccc(Br)cc2)cc(Br)c1OCC(=O)NC(C)(C)C | 15 | 15 | -19 | 10 | -9 | -10 | 11 | -10 | 6 | -4 | 4
COc1ccc(C2=NS(=O)(=O)N(C)C(C(=O)NC(C)c3ccccc3)=C2)cc1 (centres undefined) | -15 | 13 | 8 | 2 | -3 | 4 | 8 | 8 | 3 | -1 | 13
COc1ccc(Nc2nnc(SCC3CCCO3)s2)cc1 (centres undefined) | -21 | -57 | 4 | -24 | 4 | -42 | -11 | -25 | -42 | -5 | 11
Cc1ccc2c(C)nc(Nc3nc(CSc4nnnn4-c4ccccc4)cc(=O)[nH]3)nc2c1 | 3 | -17 | 3 | 0 | 31 | 5 | 4 | 34 | 23 | 9 | -6
Cc1ccc(C2CCN(C(=S)NC(C)(C)C)C2)cc1 (centres undefined) | -16 | -43 | 15 | -37 | -21 | -31 | -15 | -30 | -27 | -5 | -5
CC(=O)Nc1ccc(NC(=O)CCCc2ccccc2)cc1 | -11 | 0 | -6 | -22 | -2 | -2 | x | 10 | x | -7 | 8
CCOc1ccc(C(=O)CCC(=O)Nc2ccc(C)c(S(=O)(=O)N3CCCCC3)c2)cc1 | 11 | 7 | 14 | 17 | 6 | 1 | -11 | -8 | -9 | -7 | 1
Cc1c(C(=O)N(C)C)sc2nc(-c3ccccn3)[nH]c(=O)c12 | -23 | -12 | 23 | -33 | 6 | -24 | -35 | 9 | -37 | 3 | 7
O=C(Nc1cccc(Cl)c1)C1CCCN(c2cnccn2)C1 (centres undefined) | -8 | -3 | 8 | 16 | 9 | -5 | 15 | -13 | 1 | 2 | -15
Cc1ccccc1OCc1nc(-c2ccc(Br)o2)no1 | -33 | 4 | 10 | -51 | -24 | -16 | -55 | -60 | -12 | 9 | -6
COCCC(=O)N1CCC(Oc2ccc(C(=O)NC(C)CCn3cccn3)cc2)CC1 (centres undefined) | 2 | 9 | -3 | -17 | -3 | -2 | -6 | 5 | -12 | -11 | -2
COc1ccc(CCN2CC(C(=O)N(C)CCn3nc(C)cc3C)CCC2=O)cc1 (centres undefined) | 1 | -9 | 10 | 2 | 8 | 12 | 18 | -5 | 21 | -1 | -7
COC(=O)c1c(NC(=S)NC(=O)c2ccco2)sc2c1CCCC2 | -10 | 11 | 3 | -67 | -6 | 1 | -19 | -36 | 6 | -12 | -5
O=C(CCS(=O)(=O)c1cccc2nonc12)N1CCN(c2ccc(F)cc2)CC1 | -6 | 9 | -15 | -31 | 1 | -14 | -6 | -3 | 13 | -4 | 6
CC1Oc2ccccc2N(CC(=O)NCc2cccs2)C1=O (centres undefined) | -23 | -30 | -11 | -58 | -16 | -10 | -23 | -23 | -11 | -9 | 10
CN(C)c1ccc(CN(C)C2CCCCC2)cc1 | -3 | -25 | -13 | 13 | -2 | -25 | 6 | -8 | -8 | -9 | 5
Cc1occc1C(=O)Nc1cccc(C(=O)O)c1 | -47 | -44 | 4 | -27 | 4 | -29 | -52 | -26 | -26 | 5 | -10
COc1ccccc1N1CCN(C(=O)c2c(-c3c(Cl)cccc3Cl)noc2C)CC1 | -18 | -11 | -1 | -1 | 3 | 12 | -6 | 26 | 15 | -3 | -22
CCN(CC1CCCN(CCc2cccc(OC)c2)C1)C(=O)c1ccc(COC)o1 (centres undefined) | 16 | 14 | 1 | -6 | -6 | -8 | 23 | 8 | 4 | 1 | -9
CCOC(=O)c1sc(NC(=O)C2CC(=O)N(c3ccc(OC)cc3)C2)nc1C (centres undefined) | 13 | 18 | 12 | 7 | -1 | 0 | 11 | 18 | 6 | 6 | 1
CCOC(=O)c1c(C)[nH]c(C)c1C(=O)COC(=O)[C@@H]1CCCN1S(=O)(=O)c1ccc(Cl)cc1 | 1 | 12 | -10 | 13 | -13 | 3 | -14 | -2 | -8 | -3 | 9
O=C(CCN1CCC(c2ccc(Cl)s2)=N1)c1ccc(Cl)s1 | 4 | -11 | 3 | -9 | x | -27 | -3 | -1 | 0 | x | -4
COC(=O)c1c(NC(=O)c2ccc(C)cc2)sc(Cc2ccccc2)c1C | 9 | -6 | 10 | 1 | 6 | -13 | -6 | 2 | 10 | -6 | -2
O=C1CSCC(=O)N1c1ccccc1 | -8 | -12 | -7 | -12 | 0 | 1 | -7 | 29 | 3 | -11 | -3
Nc1cc(=O)[nH]c(SCC(=O)Nc2cccc(S(=O)(=O)N3CCCCC3)c2)n1 | -33 | -7 | 0 | -5 | 7 | -20 | -11 | -23 | 13 | -11 | -4
CCOc1ccc(CNC(=O)c2nnc(CS(=O)(=O)c3ccccc3)o2)cc1OC | -13 | -27 | 29 | 33 | 2 | -8 | 12 | -6 | -9 | 9 | 2
O=C(CCCCl)NC(=S)Nc1ccc(N2CCOCC2)cc1 | -59 | -56 | -15 | 29 | -16 | -57 | -57 | 4 | 0 | x | -5
Cc1occc1-c1nnc(SCC(=O)Nc2c(F)cccc2F)n1C | -1 | -22 | -2 | -4 | -3 | 13 | -35 | -16 | -27 | -1 | -5
Nc1nnnn1/N=C/c1ccc(O)cc1 | 3 | -4 | -5 | -19 | -3 | -1 | -21 | -7 | 2 | 13 | -5
CCN1CCN(c2ccc(NC(=O)c3cccnc3)cc2Cl)CC1 | -3 | 0 | -8 | -15 | 0 | -3 | -37 | -2 | 5 | 7 | 6
